High-throughput results as filed in PubChem.
SMARCA2 activ – increases SMARCA2 function in MMTV reporter cells. activation, % at 9.1 µM. MG213 cells, MMTV-luciferase reporter, dexamethasone, overnight. actives 1% (n = 370,000). AID 652017; in the data active means activation above about 7.8%;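 further: 0% = vehicle wells and 100% = reference activator wells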
hcDAF-12 act – activates DAF-12 receptor from parasite H. contortus | AID 652067 | HEK293 hcDAF-12 lit1-tk-luc reporter, luminescence; 0% DMSO, 100% Δ7-dafachronic acid | actives 1.4% (n = 370,000) | activation, % at 6.8 µM;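 active means activation above the mean of all tested compounds plus 3 SD, cut at about 5.5% in these data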;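 further: 100% = response to 3 µM Δ7-dafachronic acid high control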
ssDAF12 agonist – S. stercoralis DAF-12 activation, primary screen; HEK293 ssDAF-12/GRIP1 lit1-tk-luc reporter, luminescence; % of 3 µM dafachronic acid response; activation, % at 6.8 µM; actives 1% (n = 370,000);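 active means activation above the mean over all tested compounds plus 3 SD, cut at about 0.9% in these data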;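 further: 0% = DMSO-only wells and 100% = 3 µM delta7-dafachronic acid wells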
KLK7 zymogen act – activators of human kallikrein-7 zymogen; actives 0.9% (n = 370,000); activation, % at 7 µM; purified proKLK7, EDANS-DABCYL substrate fluorescence; 100% is mature enzyme control, 0% vehicle;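 active means activation above the mean of all tested compounds plus 3 SD, computed per campaign excluding outliers beyond control limits, cut at about 13% in these data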
Target sequence (P49862 whole entry, looked up): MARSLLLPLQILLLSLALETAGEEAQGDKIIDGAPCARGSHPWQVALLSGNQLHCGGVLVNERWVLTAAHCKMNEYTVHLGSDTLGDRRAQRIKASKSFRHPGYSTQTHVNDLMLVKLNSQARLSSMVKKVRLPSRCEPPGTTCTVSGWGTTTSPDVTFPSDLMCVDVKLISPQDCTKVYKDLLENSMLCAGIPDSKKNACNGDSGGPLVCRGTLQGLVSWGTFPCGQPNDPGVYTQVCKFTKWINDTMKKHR
NPR2 activator – GC-B (human) receptor activation | activation, % at 10 µM | HEK293-GC-B cells, CNP EC30, cGMP TR-FRET; 0% at EC30 CNP, 100% saturating CNP | actives 0.11% (n = 370,000);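 active means activation at 10 µM reaching about 35% in either raw or pattern-adjusted values, limit read from the data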
DAX1 inh-1 – inhibitors of human orphan nuclear receptor DAX1 (NR0B1); inhibition, % at 6.75 µM; P51843; AID 504766; actives 0.99% (n = 340,000); HEK293 Gal4-DAX1 luciferase reporter, luminescence;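 active means inhibition above the mean over all tested compounds plus 3 SD, cut at about 4.2% in these data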;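 further: 0% = DAX1-transfected cells with DMSO and 100% = empty-vector control cells with DMSO; inhibition shows as a rise in luminescence from relieved DAX1 repression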
Target sequence (P51843 207-470 limits assumed): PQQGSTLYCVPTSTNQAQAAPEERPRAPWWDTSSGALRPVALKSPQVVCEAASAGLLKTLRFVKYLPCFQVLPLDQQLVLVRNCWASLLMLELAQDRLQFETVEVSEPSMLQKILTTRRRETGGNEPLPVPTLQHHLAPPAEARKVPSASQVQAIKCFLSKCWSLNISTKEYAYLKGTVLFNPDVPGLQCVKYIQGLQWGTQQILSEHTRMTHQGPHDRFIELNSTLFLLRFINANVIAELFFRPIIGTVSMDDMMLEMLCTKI
FXN GAA850 act – increases GAA850 frataxin promoter reporter activity; HEK293 lucGAA850 FXN promoter luciferase reporter, 24 h; percent of 10 µM SAHA response; activation, % at 6 µM; actives 0.56% (n = 360,000);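 active means activation above the average of all compounds screened plus 3 SD, cutoff fixed separately per campaign, cut at about 7.5% in these data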;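 further: 0% = DMSO wells and 100% = 10 µM SAHA wells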
DAX1 inh-2 – blocks DAX1 repression of SF-1 activated StAR promoter. HEK293T StAR-luciferase reporter, SF-1/DAX-1 repression relief. inhibition, % at 6.8 µM. actives 1.1% (n = 370,000). AID 652010;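 active means inhibition above the mean over all tested compounds plus 3 SD, cut at about 3.6% in these data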;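 further: 0% = DAX-1 cells with DMSO and 100% = cells lacking DAX-1 with DMSO; higher inhibition means more luminescence from relief of DAX-1 repression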
hgDAF-12 ag – hgDAF-12 agonism, primary luciferase screen; HEK293 GAL4-hgDAF12 UAS-luciferase reporter, agonist luminescence; normalized to butyrate control; activation, % at 6.8 µM; actives 1.8% (n = 370,000);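 active means activation above a cutoff set at the mean of all screened compounds plus 3 SD, cut at about 10% in these data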;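 further: 0% = DMSO wells and 100% = sodium butyrate wells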
GC-A act – GC-A (human) enzyme activation; HEK293 GC-A cells, cGMP TR-FRET, EC30 ANP; 0% at EC30 ANP, 100% saturating ANP; actives 0.14% (n = 370,000); P16066; activation, % at 10 µM; in the data active means activation above about 40%
HGIII-sPLA2 inh – Blocks human group III sPLA2 activity | Q9NZ20 | QFRET BODIPY PC-A2 liposome hydrolysis, fluorescence | inhibition, % at 12.2 µM | actives 0.56% (n = 370,000);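 active means inhibition above mean plus 3 SD of compounds lying within the high and low control bounds, cut at about 19% in these data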;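 further: 0% = median of test compound wells and 100% = no enzyme DMSO wells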
Target sequence (Q9NZ20 whole entry, looked up): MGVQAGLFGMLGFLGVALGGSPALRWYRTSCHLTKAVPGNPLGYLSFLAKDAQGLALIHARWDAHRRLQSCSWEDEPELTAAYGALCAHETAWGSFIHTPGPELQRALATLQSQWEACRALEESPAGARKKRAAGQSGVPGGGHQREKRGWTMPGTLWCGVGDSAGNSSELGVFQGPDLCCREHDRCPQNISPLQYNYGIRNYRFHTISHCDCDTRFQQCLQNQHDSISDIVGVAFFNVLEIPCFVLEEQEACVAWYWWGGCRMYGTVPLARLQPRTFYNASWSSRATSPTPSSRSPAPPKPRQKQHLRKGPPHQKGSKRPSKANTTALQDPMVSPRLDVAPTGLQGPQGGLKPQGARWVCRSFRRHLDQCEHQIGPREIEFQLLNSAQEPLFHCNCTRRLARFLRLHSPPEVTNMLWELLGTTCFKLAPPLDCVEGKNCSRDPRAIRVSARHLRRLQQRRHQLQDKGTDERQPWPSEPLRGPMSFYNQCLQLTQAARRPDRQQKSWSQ
An asterisk follows results filed as active; . = not tested or not shown.

Second line of a record – hgDAF-12 ag	SMARCA2 activ	HGIII-sPLA2 inh	NPR2 activator	hcDAF-12 act	KLK7 zymogen act	FXN GAA850 act	ssDAF12 agonist	GC-A act	DAX1 inh-2	DAX1 inh-1
> O=C1CSC(c2ccccc2)N1CC12CC3CC(CC(O)(C3)C1)C2 (stereo unspecified)
    1.6	3	-2	6	-1.7	0.5	-0.2	-1.2	-2	0.0	-1.1
> COc1cc(OC)c2ccc(=O)oc2c1C(CC(=O)N1CCCC1)c1ccc(N(C)C)cc1 (stereo unspecified)
    -0.3	0	12	9	-1.3	2.3	-0.8	-1.6	-3	-1.1	1.1
> COc1cc(/C=C/C(=O)OCC(=O)NCc2cccs2)ccc1OC(F)F
    -0.8	-3	3	-7	1.8	0.7	2.2	-1.0	-1	0.0	-1.1
> CCOc1ccc2ccccc2c1CNc1nnnn1C
    -0.4	4	4	0	2.0	0.1	1.9	-1.3	-2	0.0	0.2
> COc1nc(NCc2cccnc2)nc(NC2CCCCC2)n1
    6.6	2	6	-5	0.3	-0.8	4.8	-0.8	-2	1.4	-0.3
> O=C(N/N=C/c1ccccn1)c1ccc(S(=O)(=O)N2CCCCCC2)cc1
    0.1	-1	3	-15	-1.2	-40	-0.1	-1.5	-6	-0.1	-1.9
> CCN(C(=O)CSc1nnc(SC)s1)c1c(N)n(Cc2ccccc2)c(=O)[nH]c1=O
    0.0	-3	-2	5	0.3	0.4	1.6	-2.0	-4	0.0	1.3
> CC1CCN(C(=S)c2ccc(-c3ccc(Cl)cc3Cl)o2)CC1
    -2.3	-4	12	1	-1.9	-0.6	2.8	-1.3	6	0.7	-0.7
> O=C(NCc1ccccc1)C1=C[C@H](c2ccc(C(F)(F)F)cc2)C[C@H](OCCCCO)O1
    0.8	0	-6	1	-1.9	0.3	-0.7	-1.0	-4	0.3	0.5
> CC(=O)NS(=O)(=O)c1ccc(NC(=O)c2ccc3c(c2)OCO3)cc1
    0.8	0	2	6	1.3	-0.5	0.1	-1.0	4	-0.4	2.0
> Cc1cc(NC(=O)NCC(F)(F)F)no1
    -0.7	0	1	-1	0.0	-0.2	0.1	-0.9	-1	0.7	1.0
> COc1ccc(N(C(C)=O)c2nc3ccccc3[nH]2)cc1
    2.1	-1	5	-2	-0.1	-0.1	1.9	-1.0	4	-0.4	2.9
> CCOC(=O)Cc1nnc(NC(=O)C(CC)Sc2nc(C)cc(=O)[nH]2)s1 (stereo unspecified)
    3.7	-3	-22	5	0.7	0.1	-1.0	-0.5	2	0.3	-0.6
> O=C(NC(N1CCOCC1)C(Cl)(Cl)Cl)c1ccco1 (stereo unspecified)
    -2.0	-1	11	-3	-2.1	0.5	1.9	-1.1	2	-0.3	.
> Cc1[nH]c2ccccc2c1-c1csc(NC(=O)CSCCO)n1
    0.0	-2	-4	.	-0.9	0.3	0.8	-1.0	.	1.4	5.5*
> Cc1ccc(-c2nc3ccc(Cl)cn3c2CC2CCCCC2)cc1
    13*	3	-2	7	7.1*	-1.9	.	0.5	7	4.8*	.
> COc1ccc(C(CNC(=O)c2ccc(-c3nc4ccccc4s3)o2)N2CCCC2)cc1 (stereo unspecified)
    4.4	5	-23	-19	-0.3	-3.9	1.6	-1.6	-22	2.1	0.5
> CCCC1CCC2(CC1)CCC2OC(=O)Nc1cccc(Cl)c1 (stereo unspecified)
    4.1	.	-3	-2	-1.6	.	.	-0.9	2	.	.
> CN1CCN(c2ccc(CNC(=O)c3ccc(-c4cnn(C)c4)c4ccoc34)cc2)CC1
    3.1	5	6	-7	-0.9	0.8	0.7	-1.1	-3	0.2	.
> O=C(COCC(=O)Nc1cccc(C(F)(F)F)c1)Nc1cccc(C(F)(F)F)c1
    -1.4	0	-7	-11	-0.5	-0.3	2.5	-1.7	1	-0.8	-0.1
> CCC(C(=O)NC1CCCC1)n1c(-c2ccccn2)nc2ccccc21 (stereo unspecified)
    1.3	-4	-2	-4	-1.5	0.1	.	-1.0	-1	-0.6	.
> Cn1c2c(c(=O)n(C)c1=O)C(NC(=O)c1cccs1)(C(F)(F)F)C(=O)N2 (stereo unspecified)
    0.7	-1	2	3	0.3	0.2	2.0	-1.0	-2	-0.1	0.0
> CCN(CC)C(=O)C[n+]1cccc(/C=N/O)c1
    -1.9	-4	8	1	1.3	0.3	2.5	-1.1	5	-1.1	0.9
> COc1cc(C(=O)OCC(=O)Nc2ccc(F)cc2F)cc(OC)c1OC
    2.1	4	3	6	-0.6	-0.1	-1.2	-1.9	0	-0.2	-0.1
> CN1OC[C@@H]2CN(Cc3ccccc3)[C@H](c3cccc(N4CCOCC4)c3)C[C@@H]21
    2.2	-2	1	-18	-2.3	0.3	0.1	-0.9	-18	-0.3	-0.4
> COCCNC(=O)c1cc(S(=O)(=O)N(C)c2ccccc2OC)ccc1C
    -0.5	-3	0	1	-1.2	0.1	-1.3	-1.6	1	-0.4	0.1
> Cc1ccc(N(CC(=O)Nc2c(C)cccc2C)S(C)(=O)=O)cc1
    0.8	-3	6	-4	-2.5	-0.4	-0.2	-1.0	2	0.0	0.1
> C[C@H](CO)N1C[C@H](C)[C@@H](CN(C)C(=O)c2ccc3ccn(C)c3c2)OCc2cn(nn2)CCCC1=O
    1.8	0	0	-3	-0.2	0.4	0.0	-1.7	0	-0.7	1.3
> CCc1ccc(/C=C/C(=O)c2ccc(S(=O)(=O)N(C)C)cc2)cc1
    0.0	-2	-1	2	-2.8	0.1	-0.9	-0.5	1	-0.7	0.0
> O=C(CN1CCN(S(=O)(=O)c2ccc(Br)cc2)CC1)N/N=C/c1cccnc1
    4.9	-1	-4	-2	-0.1	0.2	1.5	-0.6	-1	0.4	0.1
> CN(C(=O)c1ccc2c(c1)OCO2)C1(C(=O)NC2CCCC2)CCCCC1
    -1.9	-5	-2	0	-1.1	-0.4	-1.0	-1.0	-1	-0.7	0.1
> COc1ccccc1N(CC(=O)NC1CCCC1)C(=O)c1csnn1
    1.2	0	8	6	-1.3	0.4	0.8	-1.1	1	0.5	2.1
> Cc1nc2nc(C)c(CCC(=O)Nc3ccc4c(c3)OCO4)c(C)n2n1
    -1.4	4	6	-3	-0.1	0.3	1.0	-1.8	0	-1.1	-0.4
> COc1cccc(CNC(=O)CCn2ccc3cc(S(=O)(=O)N4CCCC4)ccc32)c1
    2.0	-2	-8	2	-0.9	0.1	-2.0	-1.0	1	-2.4	-0.4
> CCCC[C@@H]1CNCCN1CCc1cccc2ccccc12
    -0.8	0	5	-9	-1.3	-0.1	2.8	-0.5	-5	-0.3	0.8
> O=c1[nH]nc(-c2ccc(F)cc2)cc1Cc1cccs1
    0.2	-1	4	2	2.0	-0.6	1.3	-0.7	32	-0.1	0.3
> CCC(C)(C)NC(=O)C(c1ccc(C)cc1)N(Cc1cccnc1)C(=O)c1csnn1 (stereo unspecified)
    -1.3	-3	-4	-4	-0.9	-0.6	0.0	-0.9	-6	-0.1	1.4
> COC(=O)CCc1ccc(O)cc1
    0.8	1	8	-1	-1.4	-0.1	-1.1	-0.8	4	1.0	2.3
> Cc1ccc(NC(=O)COC(=O)c2ccc[n+]([O-])c2)c(Br)c1
    3.4	-4	-2	0	2.9	-0.3	3.6	-0.9	0	-1.3	1.2
> Cc1ccc(C)c(S(=O)(=O)Nc2cc3c4c(c2)CC(=O)N4CCC3)c1
    -2.8	2	-27	-3	-1.0	0.3	4.1	-1.1	-3	1.0	-1.4
> CC1CCN(C(=O)CSc2nnc(Cn3c(=O)sc4ccccc43)n2C)CC1
    -0.9	1	4	1	0.6	0.2	-0.1	-0.8	-2	-1.8	-0.8
> N#Cc1c(-c2cccc(F)c2)cc(-c2ccccc2)nc1Br
    -0.8	-2	-1	-6	-0.6	-0.5	2.8	-0.8	7	-0.9	3.7
> Cc1ccc(C)c(OCCNc2ccc([N+](=O)[O-])cn2)c1
    -1.4	-1	-11	-8	0.3	-0.5	-0.3	-1.0	-7	-0.7	-0.5
> COC(=O)c1ccc(OCC(O)CNC2CCCC2)cc1 (stereo unspecified)
    -1.0	2	-2	0	-0.8	-0.3	-0.1	-1.6	-2	0.2	1.8
> Cc1cc(NC(=O)c2cc(-c3cccc(Cl)c3)on2)no1
    1.0	0	1	-2	-1.8	-0.8	1.1	-2.0	-1	0.3	-0.5
> Cc1ccc(S(=O)(=O)c2nc(NN(C)C)sc2Cl)cc1
    -2.9	-1	-16	-2	-1.1	-0.4	-2.2	-1.6	-4	-2.3	-1.3
> Cc1ccc(NS(=O)(=O)c2ccc(C(=O)NCCCN3CCOCC3)cc2)cc1
    -2.3	-1	14	1	-1.1	-0.3	0.0	-1.1	0	-1.3	0.4
> Cc1nn(C)c(N)c1[N+](=O)[O-]
    0.3	-3	-2	-1	0.2	-0.1	0.3	-1.9	-3	0.2	-0.1
> O=C(N/N=C/CCc1ccccc1)c1ccccc1
    11*	-1	2	6	0.8	-0.4	3.1	0.3	2	3.0	1.2
> COc1ccc(CC(=O)NNC(=O)c2nn(Cc3ccccc3)c(=O)c3ccccc23)cc1OC
    4.3	-1	1	2	-1.4	-0.4	-0.7	-1.3	0	0.5	5.1*

Next part:
Second line of a record – hgDAF-12 ag	SMARCA2 activ	HGIII-sPLA2 inh	NPR2 activator	hcDAF-12 act	KLK7 zymogen act	FXN GAA850 act	ssDAF12 agonist	GC-A act	DAX1 inh-2	DAX1 inh-1
> O=C(Nc1ccc(Cl)cc1)c1cc(-c2cccs2)on1
    0.5	-2	8	-2	-1.2	-0.1	2.3	-1.1	2	-0.7	1.5
> Cc1cc2ccccc2n1CCNC(=O)COc1ccccc1
    2.7	1	-4	1	2.2	-0.2	0.9	-0.6	2	0.3	0.0
> CN1CCOc2cc(S(=O)(=O)NCc3ccc(S(N)(=O)=O)cc3)ccc21
    5.2	-2	6	1	-1.6	0.0	0.6	-1.3	-1	-1.2	-0.2
> O=C1CCC2c3ccc4ccccc4c3CCN12 (stereo unspecified)
    -1.2	-4	3	1	-0.8	-1.9	-2.8	-1.5	3	-0.3	-0.1
> Cc1noc(C)c1CSc1nnc(-c2ccncc2)n1-c1ccc(Cl)c(Cl)c1
    0.8	1	5	4	-0.7	0.3	0.8	-0.8	-2	-0.1	-0.1
> CCc1ccc(NC(=O)CSc2nc3ccccc3c(=O)n2CCCC(=O)N2CCCC2)cc1
    0.9	0	-1	-1	0.6	0.3	-0.3	-0.6	1	0.8	0.4
> CCOC(=O)c1ccc(NC(=O)CSC2=NC(=O)C(CC)C(=O)N2)cc1 (stereo unspecified)
    -1.1	1	3	4	0.7	0.0	1.9	-1.9	4	0.2	0.7
> NC(=O)c1ccc(N=Cc2c(O)ccc3ccccc23)cc1
    -3.4	-4	7	-1	-1.1	0.0	0.7	-1.2	2	-0.3	0.3
> O=C(OCC(=O)N1CCc2ccccc21)c1ccc([N+](=O)[O-])o1
    2.1	0	-9	3	1.8	0.0	-0.2	-0.2	2	-1.0	0.8
